# BLM inh – Bloom syndrome helicase (human) inhibition. Potency, µM (doses to about 56.1 µM), for the others: top-dose activity change, negative = inhibition, usual class: inhibitors. 0.2% of 350,000 active. AID 2528. recombinant BLM DNA unwinding, fluorescence dequenching;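 note: plate controls were vehicle for no effect and no enzyme for full effect; nearly all actives have a fitted effect of over 35% in size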
# Pol iota inh – blocks human DNA polymerase iota activity. Q9UNA4. Pol iota fluorescent replication assay, 10 min. Potency, µM (titrated, usually from 115 µM), without a hit: at the highest dose activity, negative = inhibition, actives largely listed as inhibitors. 1% of 390,000 active
# Target sequence (Q9UNA4 whole entry, looked up): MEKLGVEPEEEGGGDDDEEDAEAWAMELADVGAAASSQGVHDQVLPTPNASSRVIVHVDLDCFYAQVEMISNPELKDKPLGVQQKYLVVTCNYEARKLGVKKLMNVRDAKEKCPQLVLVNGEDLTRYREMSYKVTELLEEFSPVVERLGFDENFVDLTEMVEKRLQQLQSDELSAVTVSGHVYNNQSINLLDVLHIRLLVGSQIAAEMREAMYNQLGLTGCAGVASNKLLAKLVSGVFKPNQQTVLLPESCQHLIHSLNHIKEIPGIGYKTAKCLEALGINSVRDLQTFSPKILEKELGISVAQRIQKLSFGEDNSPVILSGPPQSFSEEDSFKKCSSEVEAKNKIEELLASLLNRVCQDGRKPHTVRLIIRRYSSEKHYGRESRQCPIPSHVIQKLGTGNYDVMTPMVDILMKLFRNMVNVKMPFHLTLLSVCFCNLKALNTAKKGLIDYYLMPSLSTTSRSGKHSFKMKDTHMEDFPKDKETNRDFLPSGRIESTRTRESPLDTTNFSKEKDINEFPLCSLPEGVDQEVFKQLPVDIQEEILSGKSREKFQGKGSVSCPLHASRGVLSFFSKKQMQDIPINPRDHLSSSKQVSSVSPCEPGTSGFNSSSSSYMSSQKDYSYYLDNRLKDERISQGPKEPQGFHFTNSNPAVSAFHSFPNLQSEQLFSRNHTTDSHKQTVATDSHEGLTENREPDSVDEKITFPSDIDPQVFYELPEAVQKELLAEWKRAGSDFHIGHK
#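 Fluorescent replication assay read twice, at 0 min and 10 min after adding 50 nM (final) substrate. Enzyme (10 nM) and compounds were first incubated 15 min at room temperature; enzyme-free buffer wells were negative controls.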
# Pol kappa inh – DNA polymerase kappa (human) inhibition; Q9UBT6; purified Pol kappa, fluorescent DNA synthesis assay, 10 min; Potency, µM (series often up to 107 µM), for inactives: at the top dose activity, negative = inhibition, most hits filed as inhibitors; 0.53% of 400,000 active; note: % is set by controls: 0 for no effect and ±100 for the full control effect
#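 Inhibition of 10 nM Pol kappa is measured by a fluorescent read-out at 0 and 10 min following addition of 50 nM substrate (final), with a 15-min room-temperature compound preincubation.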
# APEX1 inh – inhibitors of human APE1 endonuclease; P27695; recombinant APE1, TAMRA/BHQ-2 abasic DNA cleavage fluorescence; Potency, µM (highest dose often 65.8 µM), for the others: at the highest dose activity change, negative = inhibition, actives largely listed as inhibitors; 0.35% of 350,000 active; AID 2517;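 note: plate controls were vehicle for no effect and reference inhibitor for full effect; nearly all actives have a fitted effect of over 55% in size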
#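 Activity was derived from the fluorescence gain between first and third kinetic reads (60 s intervals, ex 525/em 598 nm) after 50 nM THF-abasic TAMRA/BHQ-2 duplex was added to 0.75 nM APE1 preincubated 15 min with compound.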
# G9a block – G9a (human) methyltransferase inhibition | AID 504332 | G9a H3K9 monomethylation, AlphaScreen, 2 h | Potency, µM (top dose mostly 102 µM), for inactives: at the highest dose activity, negative = inhibition, hits mostly inhibitors | 8.8% of 350,000 active | Q96KQ7; note: % is set by controls: 0 for no effect and ±100 for the full control effect; nearly all actives have a fitted effect of over 75% in size
# Target sequence (Q96KQ7 913-1193 limits assumed): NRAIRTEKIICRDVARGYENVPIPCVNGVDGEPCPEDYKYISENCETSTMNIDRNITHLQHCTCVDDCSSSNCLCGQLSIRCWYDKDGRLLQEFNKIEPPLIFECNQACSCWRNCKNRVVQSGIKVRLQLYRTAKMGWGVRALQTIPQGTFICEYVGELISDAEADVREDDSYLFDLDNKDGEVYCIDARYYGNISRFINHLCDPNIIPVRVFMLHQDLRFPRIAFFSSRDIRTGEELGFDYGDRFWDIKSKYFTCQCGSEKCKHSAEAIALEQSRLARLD
#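 Step 1: enzyme (final 20 nM) with compound, 15 min RT. Step 2: substrate peptide 500 nM and SAM 20 uM, 2 h RT. Step 3: anti-H3K9me1 antibody and AlphaScreen beads, 10 min, then plate read.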
# Pol beta inh – blocks human DNA polymerase beta activity | 1.3% of 340,000 active | Pol beta primer extension/strand displacement, fluorescence kinetic | P06746 | Potency, µM (highest dose often 114 µM), without a hit: at the top dose activity change, negative = inhibition, hits mostly inhibitors; note: % is set by controls: 0 for no effect and ±100 for the full control effect
#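 Curves were derived by four-parameter Hill fits of normalized qHTS data. The kinetic fluorescent primer-extension read was taken at 0 and 10 min after 50 nM substrate, following a 15 min room-temperature preincubation of 10 nM enzyme with compounds.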
# JMJD2A Tudor inh – inhibitors of human JMJD2A Tudor domain | AlphaScreen JMJD2A-Tudor / H3K4me3 peptide binding | Potency, µM (doses to about 114 µM), without a hit: top-dose activity change, negative = inhibition, hits mostly inhibitors | 4.4% of 390,000 active | AID 504339; note: % is set by controls: 0 for no effect and ±100 for the full control effect; nearly all actives have a fitted effect of over 50% in size
# BAZ2B inh – blocks human BAZ2B; Potency, µM (doses to about 114 µM), for inactives: at the top dose activity change, negative = inhibition, usual class: inhibitors; AlphaScreen BAZ2B-H3K14Ac peptide displacement; 4.4% of 360,000 active; AID 504333; Q9UIF8; note: % is set by controls: 0 for no effect and ±100 for the full control effect; nearly all actives have a fitted effect of over 60% in size
#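 Compounds, titrated to a top concentration of 110 uM, were incubated 30 min at room temperature with preformed BAZ2B/acetyl-K14 H3 peptide complex (50 nM each). Proximity signal was measured by AlphaScreen after 20 min with beads.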
# POLH inh – blocks human DNA polymerase eta activity. 1.2% of 390,000 active. recombinant Pol eta, fluorescent DNA replication assay. Potency, µM (highest dose often 114 µM), inactives show at the top dose activity change, negative = inhibition, hits mostly inhibitors. Q9Y253. AID 588591; note: % is set by controls: 0 for no effect and ±100 for the full control effect
#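 Pol eta at 10 nM preincubated with compounds 15 min at room temperature; reaction started with fluorescent substrate (50 nM final) and read kinetically at 0 and 10 min.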
# An asterisk follows results filed as active; ? = inconclusive; / = no result given; & = joins results of further samples; [ ] = another dose, or the depositor's remark. Calls come from the whole dose curve; as a rule, active = well fitted curve in the direction sought with a large enough effect; inconclusive = small, poorly fitted or top-dose-only effect, or another doubt; inactive = no such curve, though single readings can be large; an effect the other way counts as inactive or inconclusive. Potency is the fitted concentration of half-maximal effect.
canonical_smiles,JMJD2A Tudor inh,BLM inh,Pol beta inh,Pol kappa inh,Pol iota inh,BAZ2B inh,G9a block,POLH inh,APEX1 inh
COc1ccc(-c2nnn(CC(=O)N3CCN(c4ccccc4OC)CC3)n2)cc1,-21%,-3%,10%,-11%,13%,-2%,3%[59 µM],-1%,1%
Cc1ccc(-c2cc(N)n(-c3ccc(F)cc3)n2)cc1,-26%,-15%,0%,-3%,144%[activator],-36%,3%[12.7 µM],-3%,2%
CCCCCCNc1c([N+](=O)[O-])cc(C)cc1[N+](=O)[O-],13µM*,/,/,-4%,4%,/,/,-10%,/
O=C(NCc1cccnc1)Nc1ccc(Cl)c(Cl)c1,1%,-1%,28%,-1%,24%,11%[0.457 µM],34%[59 µM],-18%,9%
CCN(c1ccccc1)S(=O)(=O)c1ccc2c(c1)N(C(C)=O)CCS2,-4%,-4%,20%,3%,23%,-16%,2%,-25%,-4%
CCN1C(=O)[C@H]2[C@@H](c3ccc(-c4cccc(Cl)c4)cc3)N[C@@](C)(C(=O)OC)[C@H]2C1=O,-19%,/,/,-3%,7%,-5%,-1%[2.33 µM],-5%,-4%
COc1cccc2c(=O)c(SC(F)(F)C(F)C(F)(F)F)c(C)[nH]c12 (stereo not given),-5%,-2%,4%,-13%,9%,-1%,?,-15%,-8%
Cc1ccc(NC(=O)CSc2nnc(-c3ccncc3)o2)cc1,-13%,-1%,-17%,-6%,7%,-9%,/,1%,2%
CN1C(=O)[C@H]2[C@@H](/C=C/c3ccccc3)N3C(=O)CN(Cc4ccc(-c5ccccc5)cc4)C(=O)[C@@]3(Cc3ccccc3)[C@H]2C1=O,-22%,-6%,-2%,-1%,18%,-23%,-4%,-10%,4%
Cc1onc(C(=O)NCc2ccc(F)cc2)c1[N+](=O)[O-],-4%,3%,-9%,-2%,10%,2%,?,-10%,188%[activator]
O=C(CCc1ccccc1Cl)N1CCN(S(=O)(=O)c2ccccc2)CC1,-18%,/,/,8%,33%,-4%,?,-8%,18%
Cc1cc(CN(C)C(=O)c2cc(COc3ccc(C)c(C)c3)on2)n[nH]1,-29%,-14%,0%,-16%,?,-19%,25%,-15%,4%
Cc1ccc(CNC(=O)CN2CCN(Cc3ccc(C)cc3)C2=O)cc1,8%,-1%,0%,-5%,-7%,3%,?,?,-10%
Nc1nnc(-c2ccccc2F)s1,9%,2%,74%,-9%,32%[activator],-4%,/,-12%,17%
CCOc1ccc(NC(=O)c2nn(C)c3c2COc2ccccc2-3)cc1,14%,-2%,18%,-5%,12%,1%,?,-15%,/
Cc1ccc(C2=NN(CC(=O)NCCc3ccccc3)C(=O)CC2)cc1,-21%,-3%,-4%,-7%[60.1 µM],-24%,-10%,-10%[59 µM],-1%,/
N#C/C(=C\c1ccc2c(c1)OCO2)C(N)=S,-17%,-4%,34%,0%,?,-27%,/,-1%,10%
C=CCn1c(COc2ccc(F)cc2)nnc1SCC(=O)NC1CCS(=O)(=O)C1 (stereo not given),-6%,/,/,-10%,1%,-4%,-8%[59 µM],-7%,8%
O=S(=O)(CCN1C=CC(C(F)(F)F)=NCC1)c1ccc(Cl)cc1Cl,-13%,-6%,0%,-10%,5%[58.9 µM],-2%,-32%,-4%,-4%
COC(=O)c1c(SCc2ccc(C#N)cc2)nc(=O)[nH]c1C,-9%,-4%,46%,6%,26%,-11%,6%,-26%,6%
CN(C)C(CNc1ccc(S(C)(=O)=O)cc1[N+](=O)[O-])Cc1ccccc1 (stereo not given),-30%,-7%,16%,-8%,89%[activator],-20%,-4%[59 µM],-9%,67%[activator][12.4 µM]
CCN(CC)S(=O)(=O)c1ccc2c(c1)c(=O)c(C(=O)NCc1ccco1)cn2C,-30%,-2%,7%,-14%,9%,?,-34%,3%,-1%
C=CCc1cccc(C=Nc2cc(Br)ccc2O)c1O,?,-14%,35%,-15%,16%,?,45µM*,-24%,4%
CC(C)OCCCNC(=S)Nc1ccc2nc3n(c(=O)c2c1)CCCCC3,-20%,-1%,23%,1%,35%[activator],-2%,9%,-28%,2%
CC(OC(=O)c1cn(-c2ccccc2)nc1-c1cccnc1)C(N)=O (stereo not given),0%,-14%,7%,-1%,25%,2%,0%,-5%,20%
CCOC(=O)N1CCN(C(=O)C2CCN(S(C)(=O)=O)CC2)CC1,-9%,0%,2%,-7%,0%,7%,-4%[59 µM],0%,-2%
COc1ccc(CCNC(=O)CSc2nc3ccsc3c(=O)n2CC2CCC(C(=O)O)CC2)cc1OC (stereo not given),-2%,1%,24%,0%,25%,-4%,-2%,-7%,52%[activator]
Cc1ccc(S(=O)(=O)Nc2nc(C)cc(-n3nc(C)cc3C)n2)cc1,-16%,0%,-8%,-3%,37%[activator],3%,-5%[12.7 µM],-4%,2%
O=C(Cc1cccs1)N1CCC(c2nc3c(nnn3Cc3ccccc3)c(=O)[nH]2)CC1,-11%,-1%,?,-5%,23%,?,/,-15%,0%
CCn1c2ccccc2c2cc(CN3CCN(Cc4ccc(Br)cc4)CC3)ccc21,4.5µM*,-6%,6%,-23%,-19%,25µM*,0.89µM*,-14%,/

# Two compounds picked at random from the list so far, as already listed:
canonical_smiles,JMJD2A Tudor inh,BLM inh,Pol beta inh,Pol kappa inh,Pol iota inh,BAZ2B inh,G9a block,POLH inh,APEX1 inh
CCN(CC)S(=O)(=O)c1ccc2c(c1)c(=O)c(C(=O)NCc1ccco1)cn2C,-30%,-2%,7%,-14%,9%,?,-34%,3%,-1%
N#C/C(=C\c1ccc2c(c1)OCO2)C(N)=S,-17%,-4%,34%,0%,?,-27%,/,-1%,10%

# The listing picks up; the four compounds before the break are reprinted first.
canonical_smiles,JMJD2A Tudor inh,BLM inh,Pol beta inh,Pol kappa inh,Pol iota inh,BAZ2B inh,G9a block,POLH inh,APEX1 inh
COc1ccc(CCNC(=O)CSc2nc3ccsc3c(=O)n2CC2CCC(C(=O)O)CC2)cc1OC (stereo not given),-2%,1%,24%,0%,25%,-4%,-2%,-7%,52%[activator]
Cc1ccc(S(=O)(=O)Nc2nc(C)cc(-n3nc(C)cc3C)n2)cc1,-16%,0%,-8%,-3%,37%[activator],3%,-5%[12.7 µM],-4%,2%
O=C(Cc1cccs1)N1CCC(c2nc3c(nnn3Cc3ccccc3)c(=O)[nH]2)CC1,-11%,-1%,?,-5%,23%,?,/,-15%,0%
CCn1c2ccccc2c2cc(CN3CCN(Cc4ccc(Br)cc4)CC3)ccc21,4.5µM*,-6%,6%,-23%,-19%,25µM*,0.89µM*,-14%,/
CCOC(=O)c1c(-c2ccccc2)csc1NC(=O)c1cc(-c2cccc(OC)c2)on1,6%,-7%,10%,9%,15%,-2%,4µM*,-17%,/
O=C(CCSc1ccccc1)Nc1nccs1,-11%,0%,-11%,-3%,33%[activator],-21%,-4%[59 µM],-9%,1%
CCN(CC)C(=O)Cn1cc(S(=O)(=O)Cc2cccc([N+](=O)[O-])c2)c2ccccc21,-10%,-2%,-13%,-2%,65%[activator],-26%,?,-2%,-17%
COc1cc(NC(=O)CN2C(=O)COc3ccc(S(=O)(=O)N4CCOCC4)cc32)cc(OC)c1,-17%,-1%,7%,5%,26%,-4%,5%[59 µM],-21%,-10%
COc1ccc(C(=O)c2sc(Nc3cccc(OC)c3)c(C(=O)Nc3cccc(C)c3C)c2N)cc1,?,2%,7%,-17%,7%,-39%,?,-3%,-6%
COc1ccc2[nH]c(=O)c(CN(CCc3ccccc3)Cc3nnnn3CC3CCCO3)cc2c1 (stereo not given),-20%,-1%,2%,-4%,-2%,-17%,8.9µM*,-11%,-1%
CCC(=O)NNc1ncnc2c1cnn2-c1ccccc1,-8%,-3%,-1%,9%,23%,-4%,42%[activator],-17%,7%
CC(=O)NC1C(=O)N(Cc2ccccc2)c2ccc(Br)cc21 (stereo not given),-15%[11.4 µM],-4%,-2%,2%,17%,-27%,40µM*,?,5%
CCC1CCCCN1C(=O)COC(=O)CN(C)S(=O)(=O)c1ccc(NC(C)=O)cc1 (stereo not given),-10%,/,/,-17%,25%,13%,5%,0%,6%
COC(=O)C(Cc1ccccc1)OS(N)(=O)=O (stereo not given),-11%,1%,-11%,-13%,-17%,-1%,-4%,-9%,39%
CCCCOc1ccc(CN2C(=O)C(=O)c3cc(Br)cc(C)c32)cc1OC,14µM*,-10%,-1%,-4%,1%,6.3µM*,6.3µM*,-18%,/
CCOC(=O)C1CCN(c2nc3ccccc3n2CC(=O)c2ccccc2)CC1,-8%,20µM*,11%,-2%,2%,-13%,27%,-9%,0%
CCCNC(=O)C1CCC(Cn2c(=O)c3sccc3n(CC(=O)N3CCCC3)c2=O)CC1 (stereo not given),-9%,0%,-18%,-15%,-3%,-12%,13%[59 µM],-17%,/
Cc1nc([N+](=O)[O-])c(C(=O)OCc2ccc(C#N)cc2)n1C,-3%,-5%,-1%,2%,117%[activator],-3%,?,-15%,-4%
CCCCn1c(N)c(N(CC)C(=O)c2ccc([N+](=O)[O-])c(C)c2)c(=O)[nH]c1=O,0%,0%,0%,4%,100%[activator],6%,-4%,-26%,87%[activator]
COc1cccc(N/C(N)=N/c2nc(CSc3ccccn3)cc(=O)[nH]2)c1,/,0%,-10%,/,/,/,-9%,/,-6%
COc1ccccc1CNc1nc2c(S(=O)(=O)c3ccccc3)nnn2c2ccc(Cl)cc12,0%,-3%,3%,1%,5%,6%,5%[59 µM],5%,/
Cc1cccc(NC(=O)C(C)SCc2ccccc2)c1 (stereo not given),21%,-11%,25%,6%,1%,6%,11%,-13%,14%
CCn1c(=S)sc2c(=O)n(CC(=O)NC(C)CCc3ccccc3)c(C)nc21 (stereo not given),?,-2%,1%,5%,4%,-7%[57.1 µM],-2%,11%,6%
COC(=O)[C@H](Cc1ccccc1)NC(=O)O[C@@H]1C(=O)c2cc(Br)ccc2O[C@H]1c1cccc(OC)c1,/,1%&-12%,1%,/,/,-28%,?,/,5%&-5%
O=C(Nc1cccc(Cl)c1Cl)c1cc(S(=O)(=O)N2CCCc3ccccc32)ccc1F,6%,-6%,0%,-9%[60.1 µM],-1%,6%,20%[59 µM],-19%,/
COc1ccccc1NC(=S)N1CCN(c2ccccc2F)CC1,-7%,1%,6%,2%,30%,-8%,/,-22%,3%

# Assay outcomes (PubChem)

# Not all compounds are listed. The share of hits here may be higher or lower than overall.
